Bioassay records deposited in PubChem by National Center for Advancing Translational Sciences (NCATS).
KDM5B inh: blocks human KDM5B histone demethylase activity | AID 1347165 | Potency, µM (top dose mostly 57.7 µM), for inactives: at the highest dose activity change, negative = inhibition, most hits filed as inhibitors | KDM5B demethylase, FDH-coupled NADH fluorescence (FDH is formaldehyde dehydrogenase) | actives 2.6% (n = 220,000); active = well fitted inhibition curve with a large enough effect; inconclusive = small, poorly fitted or top-dose-only effect; inactive = no such curve, though single readings can be large or run the other way; also: 0% is about no effect; nearly all actives have a fitted effect of over 70% in size
Target sequence (Q9UGL1 whole entry, looked up): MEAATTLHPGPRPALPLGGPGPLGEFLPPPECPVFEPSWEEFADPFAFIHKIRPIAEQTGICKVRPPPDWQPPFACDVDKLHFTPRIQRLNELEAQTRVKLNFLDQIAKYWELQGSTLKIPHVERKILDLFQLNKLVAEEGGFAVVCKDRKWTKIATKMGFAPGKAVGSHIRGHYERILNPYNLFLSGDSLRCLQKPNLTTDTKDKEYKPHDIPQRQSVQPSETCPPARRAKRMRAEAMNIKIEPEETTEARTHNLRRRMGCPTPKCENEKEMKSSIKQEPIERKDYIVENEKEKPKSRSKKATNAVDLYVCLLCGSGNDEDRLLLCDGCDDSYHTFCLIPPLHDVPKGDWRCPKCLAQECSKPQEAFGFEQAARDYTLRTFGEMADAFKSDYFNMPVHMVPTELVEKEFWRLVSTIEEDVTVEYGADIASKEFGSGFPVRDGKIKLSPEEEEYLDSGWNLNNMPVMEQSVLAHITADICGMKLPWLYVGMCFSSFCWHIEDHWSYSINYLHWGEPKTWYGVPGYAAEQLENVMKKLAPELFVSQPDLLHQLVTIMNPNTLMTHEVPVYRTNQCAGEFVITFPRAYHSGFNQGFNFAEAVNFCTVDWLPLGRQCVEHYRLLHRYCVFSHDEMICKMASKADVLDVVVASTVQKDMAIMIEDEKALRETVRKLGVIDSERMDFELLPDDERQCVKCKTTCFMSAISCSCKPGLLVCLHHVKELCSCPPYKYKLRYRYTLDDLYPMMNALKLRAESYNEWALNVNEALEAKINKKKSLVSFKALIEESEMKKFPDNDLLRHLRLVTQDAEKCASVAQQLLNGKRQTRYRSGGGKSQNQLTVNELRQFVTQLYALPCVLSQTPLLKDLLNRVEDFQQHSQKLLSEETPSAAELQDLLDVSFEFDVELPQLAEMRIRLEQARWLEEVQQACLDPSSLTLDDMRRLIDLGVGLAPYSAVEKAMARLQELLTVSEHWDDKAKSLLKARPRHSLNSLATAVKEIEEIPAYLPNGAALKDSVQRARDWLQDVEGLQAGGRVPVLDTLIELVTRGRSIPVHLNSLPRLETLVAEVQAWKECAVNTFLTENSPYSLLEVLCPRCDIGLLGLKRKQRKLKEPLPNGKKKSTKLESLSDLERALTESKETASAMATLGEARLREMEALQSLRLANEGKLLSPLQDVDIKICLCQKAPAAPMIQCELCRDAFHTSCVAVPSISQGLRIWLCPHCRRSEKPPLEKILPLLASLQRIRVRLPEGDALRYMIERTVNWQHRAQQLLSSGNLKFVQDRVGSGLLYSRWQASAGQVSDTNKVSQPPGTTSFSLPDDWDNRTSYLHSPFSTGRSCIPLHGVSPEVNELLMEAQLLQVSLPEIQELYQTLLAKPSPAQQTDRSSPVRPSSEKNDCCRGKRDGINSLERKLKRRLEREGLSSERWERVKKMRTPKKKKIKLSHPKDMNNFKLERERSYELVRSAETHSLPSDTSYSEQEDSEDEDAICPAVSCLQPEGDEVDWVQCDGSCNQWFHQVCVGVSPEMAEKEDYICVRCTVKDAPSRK
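Compound dilutions met 200 nM (final) KDM5BΔAP for 10 min at room temperature before substrate addition. The substrate mix held 12.5 µM H3K4me3 with cofactors 25 µM α-ketoglutarate and 50 µM Fe²⁺. NADH signal gain over 30 min defined activity.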
Starred values were filed as active, the others as inactive; ? = inconclusive; & = joins results of further samples; [ ] = remark or other dose. Potency is read from the fitted curve at half-maximal effect.

SMILES | KDM5B inh
Cc1ccc(OCCOC(=O)c2n[nH]c(=O)c3ccccc23)cc1 | -3%
O=C(Cc1ccc(F)cc1)N1CN=C(C2CCN(Cc3ccc(F)cc3)CC2)N1 | 15%
O=C(Nc1cccc(-n2cccn2)c1)C1CCCN1C(=O)C1CCC1 (stereo unspecified) | 20%
CCn1ccnc1C(O)c1cccc(OC)c1OC (stereo unspecified) | -15%
CCCNc1nc(-c2ccc(Br)cc2)cs1 | 2%
CCOC(=O)c1sc(NC(=O)c2ccc(S(=O)(=O)N3CCCCCC3)cc2)cc1C | -10%
Nc1cc(N)nc(SCC(=O)Nc2cc(F)ccc2F)n1 | 13%
Cc1ccc(/C=C(/C#N)C(=O)Nc2cccc3ncccc23)cc1 | 40%[activator]
Cc1ccc2oc(C(=O)N(Cc3ccc(Cl)cc3)C3CCS(=O)(=O)C3)cc(=O)c2c1 (stereo unspecified) | 8%
O=C(Nc1ccc2cc[nH]c2c1)C(=O)NC1CCCCCC1 | 3%
CCc1nc2c(cnn2-c2ccc(Cl)cc2)c(=O)n1-c1ccc(OC)c(Cl)c1 | 4%
CCOC(=O)c1sc(NC(=O)N2CCN(CC)CC2)c(C(=O)OCC)c1C | 19%
COCCn1ncc(N2CCCC(CC(=O)NCc3ccc(Cl)cc3)C2)cc1=O (stereo unspecified) | -12%
O=C1NC(=NC2CCCCC2)C2(CCN(Cc3cccnc3)C2)N1c1cccnc1 (stereo unspecified) | 32%[activator][115 µM]
COc1cccc(-c2nnnn2[C@H]2CO[C@H]3[C@@H]2OC[C@@H]3NC(=O)c2ccc(C(F)(F)F)cc2)c1 | ?
Cc1ccc(CNC(=O)CN(c2cccc(C)c2C)S(=O)(=O)c2ccccc2)cc1 | -17%
O=C(NCc1ccccc1)NC1COc2ccccc2C1 (stereo unspecified) | ?
CCOC(=O)C(=CNc1nc(-c2ccc3ccccc3c2)cs1)C(=O)OCC | ?
CCOc1cc(-c2ccc(C)cc2)nc2ccc(C(=O)N3CCCC3)cc12 | 9%
O=C(c1c[nH]c2ccccc12)N1CCC2(CC1)COc1ccccc1[S+](=O)([O-])N2 | 11%[115 µM]
Cc1ccc(N/C(N)=N/c2nc(C)cc(C)n2)cc1 | 23%
COc1ccc(NC(=O)Cn2c(C)cc3nc4n(c(=O)c32)CCC4)c(OC)c1 | -1%
CCc1ccc(C(=O)c2cn(Cc3ccc(F)cc3)c3cc(OC)c(OC)cc3c2=O)cc1 | -11%
O=C(Nc1ccccc1C(F)(F)F)C1CCN(C(=O)c2cccs2)CC1 | 32%
CC(C)c1ccc(NC(=O)COC(=O)c2nn(C)c(=O)c3ccccc23)cc1 | 20%&4%

Other entries:
SMILES | KDM5B inh
Cc1cccc(NC(=O)COc2ccc3c(C)cc(=O)oc3c2)c1 | ?
Cc1ccc(CN2CCc3nc(N(C)Cc4cccnc4)[nH]c(=O)c3CC2)o1 | -2%
CCc1ccc(C2C(=O)c3ccccc3C2=O)cc1 | -5%
CC(C)c1ccc(NC(=O)N[C@H]2CO[C@H]3[C@@H]2OC[C@H]3OCc2ccccc2)cc1 | -16%[86.2 µM]
Cn1c(=O)[nH]c(=O)c2c(C(=O)O)cc(C3CC3)nc21 | ?
Cc1ccc(NC(=O)c2ccc3c(O)c(S(=O)(=O)c4ccccc4)c(=O)[nH]c3c2)cc1Cl | -3%
COc1ccc2cc(C3CN(Cc4cc5n(n4)CCNC5)CCO3)ccc2c1 (stereo unspecified) | ?
Cc1ccc(C23CC4CC(CC(C(=O)Nc5ccc(Cl)c(Cl)c5)(C4)C2)C3)cc1 | 31%[activator]
Cc1ccc(C2=NOC(=O)/C2=C\c2ccccc2)cc1 | ?
Cc1ccc(C)c(NC(=O)Cn2c(=O)n(Cc3ccco3)c(=O)c3oc4ccccc4c32)c1 | ?
CCOc1ccc(CNS(=O)(=O)c2c(C(=O)N3CCC(C)CC3)c(C)n(C)c2C)cc1OC | -10%
CS(=O)(=O)N1CCCN(C(=O)C2CCCCC2)CCNC(=O)CC1c1ccccc1 (stereo unspecified) | -2%
COc1cc(C(=O)N(CC#N)C2CC2)cc(OC)c1C | 17%
CC(C)c1nn2c(=O)cc(COC(=O)c3ccc4c(c3)OCO4)nc2s1 | -12%
CCC(=O)Nc1ccc(C)cc1-c1nc2ccccc2n(CC(=O)c2ccc(C)cc2)c1=O | -9%
O=S1(=O)CCN(Cc2cn(C[C@H]3C[C@@H](NCc4cccnc4)[C@H](O)[C@@H]3O)nn2)CC1 | ?
Cc1cccc(CN(C)C(=O)c2cc(-c3cnc(C)nc3)nc3cc(F)ccc23)n1 | ?
CC(C)CCn1c(SCc2c(F)cccc2Cl)nc2ccsc2c1=O | 5%
CCOC(=O)c1c(NC(=O)C2c3ccccc3Oc3ccccc32)sc(C)c1CC | -18%
CCCCCc1ccc(-c2ccc(CCCCC)cn2)cc1 | 21%
Cc1ccc(S(=O)(=O)Nc2ccc3c(c2)nc(CCn2ccccc2=O)n3C)cc1 | 15%
CC(C)C1CN(c2ccc(C#N)cn2)CCC(=O)N1Cc1ccc(F)cc1 (stereo unspecified) | ?
O=C(NCc1cccs1)c1nc(-c2cc(Cl)cc(Cl)c2)c2ccccn12 | ?
COc1cc(CCC(=O)N2C[C@@H](C(N)=O)[C@H](c3nc(C)no3)C2)on1 | -16%
O=C(CSc1nc2ccccc2nc1N1CCCC1)NCc1ccc(F)cc1 | ?

Other records.
SMILES | KDM5B inh
CN(Cc1ccccn1)C(C(=O)O)c1cnn(Cc2ccccc2)c1 (stereo unspecified) | ?
O=C1CCN(C(=O)C2CCN(C(=O)C3(c4ccccc4)CC3)CC2)CCCCCCN1 | 7%
COc1ccc(N(CC(=O)Nc2ccc(C)c(C)c2)S(=O)(=O)c2ccc(C)cc2)cc1OC | -8%
Cc1cccc(OCC(=O)N[C@@H]2CN(c3ncccn3)C[C@H]2CO)c1 | ?
CCN(CC)S(=O)(=O)c1ccc(NC2CCN(Cc3ccccc3)CC2)nc1 | 11%
C[C@H]1CCCN1C(=O)c1nnc(CNCc2cccc(Cl)c2)n1-c1ccccc1 | -11%[86.2 µM]
CN1CC(=O)N(C2CCCNCC2)Cc2c(NC3CCCCC3)ncnc21 (stereo unspecified) | ?
CN(C)CCNC(=O)CCCN1C(=O)c2cccnc2Oc2ccc(Cl)cc21 | 5%
COc1ccccc1NC(=O)COc1nc(C(C)C)c2c(c1C#N)CCCC2 | 0%
Cc1ccc(NC(=O)N2C3CCCC2CC(NC(=O)C2CC2)C3)cc1 (stereo unspecified) | 31%
O=C(Nc1cccc(-c2nc3ccccc3[nH]2)c1)c1c(F)cccc1F | -26%
O=C(c1cccnc1)N1CCC(n2cc(-c3nc(-c4ccccc4)no3)nn2)CC1 | 16%
CN1CCCN(C(=O)c2cc3cc(Br)ccc3oc2=O)CC1 | -15%
CCNC(=O)Nc1ccc(OCC(=O)NCc2ccccc2OC)nc1 | 8%
CN(C)C(=O)c1ccc(-c2ccc3ncn(-c4ccc(F)cc4F)c(=O)c3n2)cc1 | ?
COC(=O)CNC(=O)N1CCCCC1c1nc(CCOc2ccc(F)cc2)no1 (stereo unspecified) | -11%
Cc1cccc(N2CCN(C(=O)c3cc4n(n3)CC(c3ccc(Cl)cc3)OC4)CC2)c1 (stereo unspecified) | -38%
Cc1sc(NC(=O)COc2ccccc2Cl)c(C(N)=O)c1C | 16%
Cc1cccc(-c2nc3c4ccccc4nc(N4CCN(c5cccc(Cl)c5)CC4)n3n2)c1 | -21%
O=C(c1ccccc1)N1C[C@@H]2OCC(=O)N(c3ccccc3)[C@@H]2C1 | -4%[86.2 µM]
Cc1cc(C(=O)NCC2Cn3cccc3C(=O)N2CC(C)C)nn1C (stereo unspecified) | 12%
CC12CC3CC(C)(C1)CC(NCc1ccccc1OCc1ccc(Cl)cc1Cl)(C3)C2 | ?
CCCNc1c(NS(=O)(=O)c2ccc(F)c(C)c2)c(=O)oc2ccccc12 | 23%
O=C(NCc1ccc2c(c1)OCO2)c1cnc2c(c1)N([S+](=O)([O-])c1cccnc1)CCC2 | -3%
COc1ccc(F)cc1CN1CCc2[nH]cnc2C1c1cccc(C#N)c1 (stereo unspecified) | 51%[activator]

Later entries
SMILES | KDM5B inh
Cc1ccccc1-c1noc(-c2nnn3c2COC(c2ccc(F)cc2)C3)n1 (stereo unspecified) | 4%
CCCC(=O)N1CCC(N2C(=O)C3(CCCCC3)C2c2ccccc2)CC1 (stereo unspecified) | 22%
Cc1ccc(Cc2c(C)nc3nc(CC(=O)Nc4ccc(F)cc4)nn3c2C)cc1 | 9%
CC1CN(C(=O)N2CCC(C(=O)NCCC3=CCCCC3)CC2)c2cc(Cl)ccc2O1 (stereo unspecified) | -6%
O=C(Cn1nc(-c2ccc(Cl)cc2)c2ccccc2c1=O)Nc1ccc(Br)cc1 | -5%
O=C(Nc1ccc(Oc2ccccc2)cc1)O[C@@H]1CO[C@H]2[C@@H]1OC[C@@H]2NC(=O)c1ccccn1 | -11%
Cc1ccc(-n2nnnc2CNC(=O)C(C)(C)C)cc1C | -1%
COc1ccc(C(CNC(=O)CCNS(=O)(=O)c2ccc(Br)cc2)N2CCOCC2)cc1 (stereo unspecified) | -17%
Fc1ccc(CNCc2ccc(-c3ccccc3F)o2)cc1 | -14%
COc1ccccc1N1CCN(CC[C@H]2CN(C(=O)N3CCOCC3)CC[C@H]2CC(=O)O)CC1 | ?
Cc1cccc(-n2nc(-c3c(C)nc4scc(CC(=O)N5CCCC5)n4c3=O)cc2C)c1 | 28µM*
CCn1c(SCCC(=O)O)nc2c(=O)n(C)c(=O)n(C)c21 | 11%
CN(C)CC1(O)CCC2(CCN(S(=O)(=O)c3ccccc3)CC2)CC1 | -20%
O=C(c1cn2ccccc2n1)N1C[C@@H](CO)[C@H](c2ccncc2)C1 | ?
O=C(O)C(c1cccc(O)c1)N1CCN(C2CCCCC2)C(=O)C1 (stereo unspecified) | ?
CSc1ccc(CCNC(=O)CN2C(=O)CCSc3ccccc32)cc1 | 18%
c1ccc(CCNc2nc(-c3ccncc3)nc3ccccc23)cc1 | ?
Cc1ccc2onc(CNC(=O)N(C)Cc3ccccc3)c2c1 | 20%
CCOCCC(=O)N1CCCC(c2nnc(CN3CCCC3)n2C)C1 (stereo unspecified) | -5%
Cc1ccc2nc(CN3CCN(S(=O)(=O)c4ccc(C)c(C)c4)CC3)oc2c1 | 10%
O=C(Cc1c(F)cccc1Cl)NC1CCN(c2cc(-c3ccccc3)[nH]n2)CC1 | -12%
COC(=O)C1CCN(C(c2ccccc2Cl)c2sc3nc(-c4ccco4)nn3c2O)CC1 (stereo unspecified) | -17%
Cc1ccn(C(=O)C2CCN(C(=O)c3ccc(F)cc3)CC2)c(=NC2CCCCC2)c1 | 14%
O=C(Oc1c2c3c(noc3c3ccccc13)C(Oc1ccc(F)cc1)=CC2=O)c1ccc(F)cc1 | 6%
COc1ccc(-c2nc3ccccc3o2)cc1NC(=O)c1ccc(N2CCC(C)CC2)c([N+](=O)[O-])c1 | -28%

Reprinted at random: 7 records from the list
SMILES | KDM5B inh
COc1ccc(N(CC(=O)Nc2ccc(C)c(C)c2)S(=O)(=O)c2ccc(C)cc2)cc1OC | -8%
Cc1cc(C(=O)NCC2Cn3cccc3C(=O)N2CC(C)C)nn1C (stereo unspecified) | 12%
O=C(NCc1ccccc1)NC1COc2ccccc2C1 (stereo unspecified) | ?
O=C(Nc1cccc(-c2nc3ccccc3[nH]2)c1)c1c(F)cccc1F | -26%
O=C(O)C(c1cccc(O)c1)N1CCN(C2CCCCC2)C(=O)C1 (stereo unspecified) | ?
CCN(CC)S(=O)(=O)c1ccc(NC2CCN(Cc3ccccc3)CC2)nc1 | 11%
O=S1(=O)CCN(Cc2cn(C[C@H]3C[C@@H](NCc4cccnc4)[C@H](O)[C@@H]3O)nn2)CC1 | ?

Gathered by group, those above containing two or more sulfur atoms.
SMILES | KDM5B inh
CCOC(=O)c1sc(NC(=O)c2ccc(S(=O)(=O)N3CCCCCC3)cc2)cc1C | -10%
CC(C)CCn1c(SCc2c(F)cccc2Cl)nc2ccsc2c1=O | 5%
CSc1ccc(CCNC(=O)CN2C(=O)CCSc3ccccc32)cc1 | 18%

(listing goes on)
SMILES | KDM5B inh
CCCn1ccc2oc(C)c(C(=O)NCc3ccccc3Br)c2c1=O | -17%
COc1cc(NS(=O)(=O)c2ccc3c(c2)CCCN3C(C)=O)cc(OC)c1OC | 5%
CCOc1ccc(NC(=O)C(Cc2ccccc2)NS(=O)(=O)c2ccc3c(c2)oc(=O)n3C)cc1 (stereo unspecified) | -11%
COC(=O)c1sc(=S)n(-c2cc(Cl)ccc2C)c1N | 3%
COc1ccc(C(=O)N2CCC[C@H]2c2nc(-c3ccccc3Cl)no2)cc1OC | 24%
CC[S+](=O)([O-])NC1CCN(C(=O)N2CC3CC(C2)[C@H]2CCCC(=O)N2C3)CC1 (stereo partly specified) | -17%
CCN(Cc1ccccc1)Cc1c(O)ccc2oc(C)c(C(=O)Nc3ccc(C)cc3C)c12 | ?
COC(=O)c1nn(-c2ccc(OC)cc2)ccc1=O | -28%
COc1ccccc1C(=O)N1CCn2c(nnc2-c2cccnc2)C1 | 20%[149 µM]
COc1ccc(CCNC(=O)CSc2ccc(-c3ccccn3)nn2)cc1OC | 5%
Cc1cn2nnc(C(=O)NC3CCc4ccccc43)c2c(=O)[nH]1 (stereo unspecified) | ?

KDM5B inh: hit marks shown above
SMILES | KDM5B inh
Cc1cccc(-n2nc(-c3c(C)nc4scc(CC(=O)N5CCCC5)n4c3=O)cc2C)c1 | 28µM*

Not all compounds are listed; the hit share may differ from the screen's.
